Screens: PubChem BioAssay, National Center for Advancing Translational Sciences (NCATS)
HEK293 tox – cytotoxicity in counter-screen for GLP-1R inverse agonists; AID 624418; actives 0.13% (n = 410,000); Potency, µM (highest dose often 38.3 µM), for inactives: top-dose activity change, negative = inhibition, most hits filed as inhibitors; HEK293 cAMP-luciferase reporter cells, luminescence, 24 h;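 also: loss of luciferase light is scored as toxicity; potency is read from the fitted curve at half-maximal effect; % is scaled to controls: 0 for no effect and ±100 for the full control effect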
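MLSMR compounds, 24 hr on cells at 37 deg C/5% CO2; luminescence after luciferase reagent (12 min RT). Inhibition counted as the undesired cytotoxic outcome.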
PTHR1 agonist – agonists of human PTHR1 parathyroid hormone receptor; Q03431; HEK293 GP2 PTHR1 cells, GloSensor cAMP luminescence, 1 h; Potency, µM (highest dose often 115 µM), for inactives: top-dose activation, usual class: activators; actives 0.075% (n = 410,000); also: potency is read from the fitted curve at half-maximal effect; nearly all actives have a fitted effect of over 55% in size; some results filed as inactive show a strong effect at the top dose; inactives centre near -15; many of its hits are not listed in these tables
Target sequence (Q03431 whole entry, looked up): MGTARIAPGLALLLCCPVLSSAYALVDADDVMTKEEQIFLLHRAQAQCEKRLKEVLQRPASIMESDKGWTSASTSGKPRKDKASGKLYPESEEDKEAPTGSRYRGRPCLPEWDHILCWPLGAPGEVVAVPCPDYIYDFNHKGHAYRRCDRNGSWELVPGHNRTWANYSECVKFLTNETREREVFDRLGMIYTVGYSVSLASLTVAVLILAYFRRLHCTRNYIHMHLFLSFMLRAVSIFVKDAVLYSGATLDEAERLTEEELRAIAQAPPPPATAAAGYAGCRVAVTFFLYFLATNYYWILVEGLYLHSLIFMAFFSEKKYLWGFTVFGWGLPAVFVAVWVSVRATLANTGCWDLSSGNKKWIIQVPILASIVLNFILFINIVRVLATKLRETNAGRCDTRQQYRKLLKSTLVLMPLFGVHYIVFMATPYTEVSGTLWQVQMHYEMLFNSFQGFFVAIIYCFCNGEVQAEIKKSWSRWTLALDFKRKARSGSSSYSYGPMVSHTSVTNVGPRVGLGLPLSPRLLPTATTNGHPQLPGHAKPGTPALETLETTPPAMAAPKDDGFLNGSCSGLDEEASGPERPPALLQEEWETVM
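HEK-293-derived GP2 cells expressing PTHR1 and a GloSensor cAMP reporter, 3,000/well, plated overnight, given luciferin plus IBMX (each 0.5 mM as added) for 1 h at 37 °C, then compound for 1 h at 37 °C. Luminescence was read after 15 min at room temperature.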
GLP1R inv ag – acts as inverse agonist at human GLP-1 receptor. Potency, µM (doses to about 38.3 µM), for inactives: at the top dose activity change, negative = inhibition, usual class: inhibitors. P43220. actives 1.6% (n = 410,000). HEK293 GLP-1R CRE-luciferase, luminescence, 24 h; GLP-1R form is constitutively active; also: potency is read from the fitted curve at half-maximal effect; % is scaled to controls: 0 for no effect and ±100 for the full control effect; nearly all actives have a fitted effect of over 55% in size
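Cells are plated, allowed 12 hours at 37 deg C, then treated with compounds for 24 hr before luciferase detection reagent is added and luminescence is read after 12 min at room temperature. The HEK293 line carries constitutively active GLP-1R with a cAMP-responsive reporter.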
PI5P4K alpha inh – blocks human PI5P4K alpha kinase activity | P48426 | PI5P4Kalpha enzyme, ADP-Glo luminescence, 60 min; hits give low values | max response, % | actives 1.2% (n = 330,000) | AID 652105; active = max response of -50% or lower; inconclusive = between -30% and -50%; inactive = -30% or higher; also: value at the top dose of about 77 µM; % is scaled to controls: 0 for no effect and ±100 for the full control effect
Target sequence (P48426 whole entry, looked up): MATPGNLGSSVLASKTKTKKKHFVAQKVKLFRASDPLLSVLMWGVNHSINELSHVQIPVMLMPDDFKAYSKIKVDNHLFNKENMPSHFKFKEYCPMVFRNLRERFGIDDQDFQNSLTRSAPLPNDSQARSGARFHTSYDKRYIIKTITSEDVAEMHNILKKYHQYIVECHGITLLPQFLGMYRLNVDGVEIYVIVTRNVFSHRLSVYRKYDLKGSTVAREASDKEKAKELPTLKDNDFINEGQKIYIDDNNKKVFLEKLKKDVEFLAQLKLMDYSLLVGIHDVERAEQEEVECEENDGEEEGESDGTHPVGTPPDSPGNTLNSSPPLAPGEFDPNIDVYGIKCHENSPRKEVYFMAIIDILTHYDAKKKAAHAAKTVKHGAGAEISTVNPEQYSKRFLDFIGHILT
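PI5P4Kalpha ADP-Glo assay; 5 microM ATP final; 60 min RT reaction; HEPES pH 7.4/EGTA/CHAPS, 5% DMSO; controls lacking substrate or enzyme; luminescent end-point.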
GLP-1R agonist – agonists of human GLP-1 receptor. HEK293 GLP-1R CRE-luciferase, luminescence, 4-6 h; cells express a hypersensitive GLP-1R form. actives 0.007% (n = 380,000). Potency, µM (series often up to 45.6 µM), for inactives: top-dose activation, hits mostly activators. P43220; also: potency is read from the fitted curve at half-maximal effect; % of control where 0% means no effect
PLK1 PBD inh – inhibitors of human PLK1 polo-box domain binding; P53350; Plk1 PBD binding of FITC phosphopeptide, fluorescence polarization; Potency, µM, for inactives: max response, negative = inhibition, most hits filed as inhibitors; actives 2.8% (n = 360,000); also: potency is read from the fitted curve at half-maximal effect; series mostly up to about 57 µM; % is scaled to controls: 0 for no effect and ±100 for the full control effect; nearly all actives have a fitted effect of over 65% in size
EPAC1 agonist – agonists of human EPAC1; EPAC1 agonist qHTS, biochemical assay; response scale: 100% = response to 6.5 mM cAMP; AID 720707; actives 0.073% (n = 360,000); Potency, µM (top dose mostly 154 µM), for the others: at the highest dose activation, usual class: activators; also: potency is read from the fitted curve at half-maximal effect; nearly all actives have a fitted effect of over 60% in size
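Compounds were pinned as a concentration titration into mixtures of EPAC1 (100 nM), BODIPY-GDP-loaded Rap1B (250 nM) and GDP (50 uM). After 5 min at room temperature, fluorescence was followed for 30 min; activity was scaled to 6.5 mM cAMP.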
EPAC1 antagonist – blocks human EPAC1 exchange factor. Potency, µM (top dose mostly 115 µM), inactives show top-dose activity change, negative = inhibition, most hits filed as inhibitors. actives 0.14% (n = 360,000). EPAC1 GEF assay, Rap1b-BODIPY-GDP exchange fluorescence. AID 720709. O95398;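 also: potency is read from the fitted curve at half-maximal effect; plate controls were vehicle for no effect and positive control for full effect; nearly all actives have a fitted effect of over 50% in size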
IL-2 act – activates IL-2 in a cell-based reporter assay. IL-2 activation reporter assay, cell-based qHTS; stimulated with anti-CD3/CD4/CD28 beads; in transgenic mouse T cells. activation, % (series mostly up to about 46 µM). actives 0.065% (n = 360,000). AID 652025; in the data active = activation above about 50%; inconclusive = mostly about 30% to 49%; also: 0% is about no effect
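Quantitative HTS in unstimulated transgenic mouse T cells, with memory T cells as non-tolerant control and PMA/ionomycin as tolerance-bypass control. Compound pretreatment lasted 60 minutes before 18 h bead stimulation; EGFP/DsRed fluorescence read.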
Starred values were filed as active, the others as inactive; i = inactive; ? = inconclusive; / = not tested or not shown; & = joins results of further samples; [ ] = another dose, or the depositor's remark. Unless noted, calls follow the shape of the dose curve; as a rule, active = well fitted curve in the direction sought with a large enough effect; inconclusive = small, poorly fitted or top-dose-only effect, or another doubt; inactive = no such curve, though single readings can be large; an effect the other way counts as inactive or inconclusive. These rows are one share of the data; rates above refer to the full screens.

SMILES	HEK293 tox	PTHR1 agonist	GLP1R inv ag	PI5P4K alpha inh	GLP-1R agonist	PLK1 PBD inh	EPAC1 agonist	EPAC1 antagonist	IL-2 act
Cc1ccc2cc(NC(=O)c3ccc(C(C)(C)C)cc3)ccc2n1	-35%	-29%	4µM*	0	-4%	6%	4%	-14%	-2.5
CCCN1CCC(=O)N(CCN=[N+]=[N-])CC1	5%	4%	16%	2	3%	-20%	-18%	-1%	0.7
Cc1cc(C)c(NC(=O)c2cc(S(=O)(=O)N3CCOCC3)ccc2F)c(C)c1	-5%	i	?	-24	2%	11µM*	11%	-8%	-3.2
O=C(Cc1cccs1)N/N=C/C=C/c1ccco1	9%	-14%	6%	-58*	8%	?	-4%	-28%	-0.1
CCCN=C1NC(=O)C(CC(=O)NCCc2ccccc2)S1 (configuration not stated)	6%[7.66 µM]	i	17%[7.66 µM]	6	2%	-10%	5%	9%	0.1
COc1ccc2c(c1)-c1c(sn(-c3ccccc3)c1=S)C(C)(C)N2	-21%	-18%	?	19	1%	-6%	3%	-15%	-1.2
Cc1ccc2c(Cl)c(C)c(N3CCCC3)nc2n1	?	-1%	?	3	13%	-6%	-4%	-11%	-0.4
Cc1ccc(F)cc1NC(=O)N1CCCN(c2ccc(C(F)(F)F)cn2)CC1	0%	-30%[inhibitor]	?	6	7%	2%	-5%	-2%	0.1
COc1cccc(C2CC(c3ccccc3)=NN2S(=O)(=O)c2ccc(C)cc2)c1OC (configuration not stated)	0%	-3%	?	-3	7%	42%[activator]	12%	12%	7.9
CC(Sc1n[nH]c(=O)n1Cc1ccccc1)C(=O)NCC1CCCO1 (configuration not stated)	13%	i	-7%	-3	-7%	-12%	4%	12%	-6.2
CSc1ccc(S(=O)(=O)NCc2ccc(Cl)cc2)cc1	-4%	0%[57.5 µM]	4%	/	1%	-25%	-3%	-9%	6.7
CC(N)c1csc(Nc2nccc(C(F)(F)F)n2)n1 (configuration not stated)	-4%	-12%	-17%	-1	-4%	0%	1%	-5%	-0.4
Cn1c(N)c(C(=O)COC(=O)CCc2c[nH]c3ccccc23)c(=O)n(C)c1=O	18%	-13%	2%	-6	13%	-8%	-5%	-15%	-1.8
Cc1cc(C)cc(OCC(=O)OCCN2C(=O)c3ccccc3C2=O)c1	16%	i	7%	2	18%	-17%	14%	-14%	-1.4
Cc1cc(=O)[nH]c(NN=C(CC(C)C)CC(C)C)n1	-10%	i	-22%	-2	-7%	-7%	5%	4%	-1.1
O=C(Nc1ccccc1Cl)c1cc(S(=O)(=O)N2CCC3(CC2)OCCO3)ccc1F	-2%&2%	-30%&-31%	2%&2%	7	-3%	-1%	-7%	2%	-2.0
CCOC(=O)c1[nH]c2ccc(OC)cc2c1NC(=O)CCN1CCSCC1	-2%	27%	1%	3	0%	-9%	-1%	-21%	-0.5
O=C1c2ccccc2NC(c2cccc(Cl)c2)N1N=C1CCCCCC1 (configuration not stated)	-28%	-9%[57.5 µM]	?	/	10%	0%	15%	2%	-1.1
COc1cc(-c2ccc(N3C(c4ccsc4)=Cc4ccccc4C3CC(C)=O)cc2)cc(OC)c1OC (configuration not stated)	6%	i	28%	7	-5%	-2%	7%	4%	1.0
CCN(CC)CCN(C)c1ccc(N2C(=O)C3CC=CCC3C2=O)cc1[N+](=O)[O-] (configuration not stated)	6%	i	1%	-3	10%	0%	6%	-4%	-0.1
O=C(Nc1ccc(Cl)c(Cl)c1)c1ccc2c(c1)OCO2	-19%	-27%	?	0	-5%	-11%	-2%	-9%	-3.2
Cc1cc(NS(=O)(=O)c2ccccc2)no1	10%	-25%	-18%	-1	-2%	-5%	2%	1%	2.8
CCCN(CCC)CCNC(=O)Cn1cnc2sc(C)c(S(=O)(=O)N3CCOCC3)c2c1=O	-7%	-3%	19%	2	2%	-4%	-1%	5%	-1.6
Cc1cc(=O)[nH]c2c(C)cc(S(=O)(=O)NCc3ccccc3)cc12	-8%	i	22%	3	-6%	2%	0%	-4%	-0.1

The last 4 records of the section above are carried over, then new ones follow.
SMILES	HEK293 tox	PTHR1 agonist	GLP1R inv ag	PI5P4K alpha inh	GLP-1R agonist	PLK1 PBD inh	EPAC1 agonist	EPAC1 antagonist	IL-2 act
O=C(Nc1ccc(Cl)c(Cl)c1)c1ccc2c(c1)OCO2	-19%	-27%	?	0	-5%	-11%	-2%	-9%	-3.2
Cc1cc(NS(=O)(=O)c2ccccc2)no1	10%	-25%	-18%	-1	-2%	-5%	2%	1%	2.8
CCCN(CCC)CCNC(=O)Cn1cnc2sc(C)c(S(=O)(=O)N3CCOCC3)c2c1=O	-7%	-3%	19%	2	2%	-4%	-1%	5%	-1.6
Cc1cc(=O)[nH]c2c(C)cc(S(=O)(=O)NCc3ccccc3)cc12	-8%	i	22%	3	-6%	2%	0%	-4%	-0.1
Cc1nc2ccc(C(=O)N3CCCC(CO)(Cc4ccc(F)cc4F)C3)cc2nc1C (configuration not stated)	1%	-14%	24%	3	2%	0%	-8%	-3%	-0.7
O=C(O)/C=C/c1ccc(S(=O)(=O)Nc2cccnc2)cc1	4%	i	17%	10	-9%	-9%	14%	12%	1.8
CCOC(=O)C1(C)C(=O)CC2c3nc4ccccc4cc3CN2C1=O (configuration not stated)	216%[activator]	-8%	?	-4	19%	-20%	18%	4%	-0.3
O=C(NC1CCC1)C1CCC(=O)N(Cc2ccccc2F)C1 (configuration not stated)	2%	i	10%	0	1%	6%	-8%	-17%	0.1
COc1cccc(NC(=O)CN(C)C(=O)CSc2ncnc3sc(C)c(C)c23)c1	-1%	-18%	5%	2	-2%	4%	0%	11%	-2.4
CC(Oc1ccc(C(=O)c2ccccc2)cc1)C(=O)Nc1ccc(S(N)(=O)=O)cc1 (configuration not stated)	-11%	-27%	16%	7	0%	-8%	2%	-15%	1.8
CC(=O)Nc1cccc(OCC(O)Cn2c(C)nc3ccccc32)c1 (configuration not stated)	5%	28%[57.5 µM]	4%	/	1%	2%	6%	4%	-1.7
Cc1ccc(/C=N/NC(=O)CNC(=O)c2ccc(S(=O)(=O)N(C)C)cc2)cc1	?	i	-4%	-7	4%	-10%	3%	14%	-2.6
COc1ccc(S(=O)(=O)N2CCN(Cc3ccccc3)CC2)cc1	-13%	-24%	-3%	/	0%	-5%	18%	6%	-1.4
Cc1ccc(F)cc1NCC(=O)Nc1ccc(Br)cc1	-2%	-42%[inhibitor]	?	29	7%	4%	0%	-4%	-0.4
CC(C)(C)NC(=O)C(c1cccs1)N(Cc1ccc(F)cc1)C(=O)c1csnn1 (configuration not stated)	-7%	i	-12%	-4	-1%	27µM*	-8%	-3%	2.1
COc1cccc(-c2cnc3c(NC(C)=O)cc(-c4cccc(NC(C)=O)c4)cn23)c1	-4%	-9%	-20%	-7	12%	-1%	13%	-27%	-0.3
CC/C(=C/c1sc2ccccc2[n+]1CC)SC	-5%	-54%	-13%	-5	-2%	-9%	13%	4%	-2.8
C=Cc1ccc(Cn2c(=O)n(-c3cccc(C)c3)c(=O)c3c2c2cc(C)ccc2n3C)cc1	5%	i	?	/	4%	/	/	/	/
CCCCN(C(=O)CN1CC(C)OC(C)C1)c1c(N)n(CC(C)C)c(=O)[nH]c1=O (configuration not stated)	8%	i	18%	10	0%	-8%	2%	-7%	-2.5
CC1(C(=O)CSc2nc3ccccc3[nH]2)CCC(=O)O1 (configuration not stated)	2%	i	4%	-7	-15%	-23%	-2%	10%	-1.1
c1ccc(CCn2cnc3ccccc32)cc1	-2%	-5%	1%	-9	2%	1%	-2%	-23%	-3.0
Oc1oc(-c2ccccc2)nc1/C=N/c1ccccn1	2%	i	-7%	7	-1%	-5%	6%	5%	-0.5
CCOc1cc2c(cc1OCC)C(c1ccc(OC)c(OC)c1)N(c1ccc(C(=O)O)cc1)C(=O)C2 (configuration not stated)	2%	i	4%	-8	-1%	-12%	5%	-17%	-0.3
COc1ccc(/C=C/C2=CC(C)(C)NC(=S)N2)cc1OC	?	-78%[inhibitor]	?	-1	23%	-27%	9%	-26%	0.1
CN(CC(CC(=O)Nc1nncs1)c1ccccc1)S(=O)(=O)c1ccccc1 (configuration not stated)	1%	-31%[inhibitor]	6%	-2	-4%	-15%	7%	-22%	-2.1
COc1cc(C(=O)N2CCN(c3ccccn3)CC2)cc(OC)c1OC	-9%	i	30%	-6	5%	3%	-1%	4%	-4.1
COC(C[C@H]1O[C@H]1[C@@H](O)[C@H](C)OCc1ccccc1)OC	4%	-13%	23%	9	3%	4%	-17%	-11%	0.9
COc1cccc(S(=O)(=O)NCc2ccc(C(=O)Nc3ccc(Cl)c(Cl)c3)cc2)c1	0%	-26%	-28%	2	0%	-9%	19%	-16%	-2.2
Cn1nnc2c(sc3nc(N4CCOCC4)c4c(c32)CCCC4)c1=O	3%	i	4%	4	0%	0%	14%	-11%	-0.1
COc1cc(-c2noc(CN3CCN(c4ccccc4)CC3)n2)cc(OC)c1OC	15%	-17%	4%	/	10%	/	/	/	/
Cc1ccc(-n2c(SCC(=O)N3CCCc4ccccc43)nnc2-c2cccnc2)c(C)c1	15%	i	0%	0	8%	-6%	13%	5%	-3.7
Cn1c(=O)c(C(=O)CN2CC(=O)Nc3ccccc32)c(N)n(Cc2ccccc2)c1=O	11%	i	3%	3	0%	4%	-5%	9%	-5.9
O=C(COC(=O)c1cccs1)NCc1ccc2c(c1)OCO2	23%	-14%[57.5 µM]	2%	2	23%	-2%	12%	-9%	-1.5
COc1ccc(C(=O)NNC(=O)CSc2nnc3ccccn23)cc1OC	?	i	-21%	-2	11%	-3%	-2%	-18%	0.3
O[Si](CCCN1CCCCC1)(c1ccc(F)cc1)C1CCCCC1 (configuration not stated)	4%	-5%	?	0	8%	-3%	-17%	-6%	-0.6
